# KAT2A inh – blocks human GCN5L2 histone acetyltransferase; Q92830; GCN5L2 HAT assay, ThioGlo1 CoA-SH fluorescence; Potency, µM (series often up to 58.9 µM), for inactives: top-dose activity change, negative = inhibition, most hits filed as inhibitors; 0.21% of 390,000 active
# Target sequence (Q92830 whole entry, looked up): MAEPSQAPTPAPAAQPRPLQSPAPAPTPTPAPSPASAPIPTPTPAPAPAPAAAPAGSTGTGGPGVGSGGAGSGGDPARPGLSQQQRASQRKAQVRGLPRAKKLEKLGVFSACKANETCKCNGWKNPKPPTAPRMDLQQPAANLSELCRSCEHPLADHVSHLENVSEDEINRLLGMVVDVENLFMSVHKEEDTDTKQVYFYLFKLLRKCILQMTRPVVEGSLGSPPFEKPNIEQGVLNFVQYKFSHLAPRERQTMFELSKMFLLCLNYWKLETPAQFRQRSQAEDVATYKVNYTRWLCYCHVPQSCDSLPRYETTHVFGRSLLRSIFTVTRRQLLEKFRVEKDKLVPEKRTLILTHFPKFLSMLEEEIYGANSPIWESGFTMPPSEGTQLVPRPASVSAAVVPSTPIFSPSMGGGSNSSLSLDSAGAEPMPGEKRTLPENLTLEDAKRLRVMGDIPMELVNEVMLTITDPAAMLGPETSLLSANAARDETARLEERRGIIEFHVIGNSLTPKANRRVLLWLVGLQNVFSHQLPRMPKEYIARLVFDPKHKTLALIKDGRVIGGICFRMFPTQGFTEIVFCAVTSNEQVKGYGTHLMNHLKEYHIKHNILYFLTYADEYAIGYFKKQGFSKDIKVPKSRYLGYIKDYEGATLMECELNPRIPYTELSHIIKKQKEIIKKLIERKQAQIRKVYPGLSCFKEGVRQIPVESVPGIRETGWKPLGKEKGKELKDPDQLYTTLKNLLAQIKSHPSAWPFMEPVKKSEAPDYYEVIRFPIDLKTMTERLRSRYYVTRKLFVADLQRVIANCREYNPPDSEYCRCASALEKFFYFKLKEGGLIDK
#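 Compounds, pin-transferred from DMSO stocks, meet 20nM GCN5L2 for 15 min before the reaction begins with H3(1-25) peptide (75uM) and acetyl-CoA (70uM). Thiol-reactive ThioGlo1 reports CoA release over 20 min at room temperature.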
# TDP1 cell noCPT – qHTS for Inhibitors of human tyrosyl-DNA phosphodiesterase 1 (TDP1): qHTS in cells in absence of CPT. DT40 Tdp1-/- hTDP1 cells, no CPT, ATP luminescence, 48 h. Potency, µM (top dose mostly 46.2 µM), for the others: top-dose activity change, negative = growth inhibition, actives largely listed as inhibitors. 15% of 420,000 active. AID 686978, 2013; also: nearly all actives have a fitted effect of over 55% in size
#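 Camptothecin absent (DMSO only). Human TDP1-complemented DT40 knockout cells, 400 cells/well, 37 °C for minimum 48 hr; ATP measured via CellTiter-Glo, 30 min dark incubation, luminescence.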
# DT40 TDP1 CPT – growth inhibition of DT40 Tdp1-/-;hTDP1 cells with camptothecin (screen for TDP1 inhibitors); Potency, µM (top dose mostly 46.2 µM), for the others: top-dose activity change, negative = growth inhibition, hits mostly inhibitors; chicken DT40 Tdp1-/-;hTDP1 cells + 20 nM CPT, ATP luminescence, 48 h; AID 686979; 12% of 420,000 active; also: nearly all actives have a fitted effect of over 55% in size
#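 Chicken DT40 Tdp1-/- cells stably complemented with human TDP1 were seeded at 400 cells/well in medium containing 20 nM camptothecin, exposed to pin-transferred compounds, and grown at 37 °C for at least 48 hr. Viability was read as ATP luminescence.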
# Active calls of the source: *; ? = inconclusive; . = not tested or not shown; & = joins results of further samples; [ ] = dose if it differs, or a comment. Calls follow the shape of the dose curve; as a rule, active = well fitted curve in the direction sought with a large enough effect; inconclusive = small, poorly fitted or top-dose-only effect, or another doubt; inactive = no such curve, though single readings can be large; an effect the other way counts as inactive or inconclusive. % is scaled to controls: 0 for no effect and ±100 for the full control effect; potency is read from the fitted curve at half-maximal effect. Only part of the results is shown; count on the stated rates, not on these rows.
# Value order – KAT2A inh	TDP1 cell noCPT	DT40 TDP1 CPT
CCC(C(=O)NCCCN1CCCC1=O)n1c2ccccc2c2nc(=O)cc(C)n21 (centres undefined)
  -2%	10%	3%
O=C(CN1CCN(c2ncccn2)CC1)Nc1ccccc1-n1cccc1
  -11%	13µM*	?
C/C(CC1(O)C(=O)N(Cc2ccccc2)c2ccccc21)=N\O (centres undefined)
  .	-2%	8%
CC(CNC(=O)c1ccc(N)cc1)NC(=O)c1ccc(N)cc1 (centres undefined)
  -4%	-21%	-14%
N#CC1C(=O)c2ccccc2C1c1ccccc1 (centres undefined)
  .	?	?
Cc1cnc(C(=O)OCC(=O)c2cc(C)n(C)c2C)cn1
  2%	-2%	-10%
O=C(C1CC(Cl)CN1S(=O)(=O)c1ccc(Cl)cc1)N1CCOCC1 (centres undefined)
  -10%	-7%	5%
CCN1CCN(C(=O)c2ccc(CS(=O)(=O)Cc3ccccc3Cl)o2)CC1
  .	1%	0%
CC(C)N(C)c1ncnc2c1ncn2[C@H]1CN(Cc2ccc(F)cc2)C[C@@H](CO)O1
  .	?	?
Cn1c(=O)n(C)c2cc(NC(=O)c3ccccc3)ccc21
  .	?	-12%
CCN(CC)S(=O)(=O)c1ccc(N=Nc2c(N)[nH]c(=O)[nH]c2=O)cc1
  -4%	?	-19%
COc1ccc(C(=O)/C=C/c2cc(C(=O)O)cc3c2OCOC3)c(O)c1
  -30%	23µM*	?
CCOc1cc(C(=O)Nc2cc(C)ccn2)cc(OCC)c1OCC
  -4%	?	18µM*
Cc1cccc(NC(=O)CCc2c(C)nc3c(c(C)nn3C(C)(C)C)c2C)c1C
  -9%	?	?
CC(=O)c1cccc(N(C(=O)CS(=O)CC(=O)Nc2ccc(F)cc2)C(C(=O)NC2CCCCC2)c2ccc(C)o2)c1 (centres undefined)
  -9%	-11%	-18%
COC(=O)c1cn(NC(=O)Cc2cccc(C(F)(F)F)c2)c(=O)c2ccccc12
  -2%	-8%	3%
O=C1NC(Cc2ccccc2)c2nc3cc(F)ccc3c(=O)n2-c2ncccc21 (centres undefined)
  .	-9%	-5%
CC(=O)Nc1ccc(S(=O)(=O)NCC(CCC(=O)O)C(F)(F)F)cc1 (centres undefined)
  -7%	?	?
CN(C(=O)COC(=O)c1sc2ccccc2c1Cl)C1CCCCC1
  -6%	-22%	-18%
O=c1n(Cc2ccccc2)c2cc(Cl)cnc2n1Cc1ccccc1
  -13%	?	?
Cc1ncc2c(c1CNC(=O)/C=C/c1cccs1)CCN(C(=O)c1cc(C(C)C)on1)C2
  .	-13%	6%[9.04 µM]
CCOC(=O)C1CCN(C(=O)c2cc3cc(C)ccc3[nH]2)CC1
  -1%	?	-6%
CCc1nc2c(OCc3ccc(C#N)cc3)cccn2c1N(C)C(=O)c1ccco1
  .	-21%	1%
COc1ccc(CN2CCN(CC=C(C)C)C(CCO)C2)cc1Cn1cncn1 (centres undefined)
  -6%	12%	16%
CCN(CC)CCN(C(=O)c1ccc(C(=O)c2ccccc2)cc1)c1nc2cc3c(cc2s1)OCO3
  -6%	?	?
Cc1ccc(S(=O)(=O)N(C)/N=C/C=C/c2ccccc2)cc1
  -4%	7%	7%
CCN(CC(=O)NCc1ccc(F)cc1)C(=O)COc1ccccc1[N+](=O)[O-]
  -4%	26%	-25%
CCOC(=O)c1[nH]c2ccccc2c1NC(=S)Nc1ccccc1
  -4%	-28%	-27%
CCCCNC(=O)c1ccc(CS(=O)(=O)c2ccc(C)cc2)o1
  -7%	-18%	-24%
CN(C(=O)c1cccc(NC(=O)Cc2ccc(NC(=O)C3CCCN(C(=O)CCc4ccccc4)C3)cc2)c1)C1CCCC1 (centres undefined)
  .	16µM*	?
Cc1ccccc1-n1c(SCC(=O)N2CCN(c3ccccc3)CC2)nnc1-c1ccncc1
  1%	21µM*	16µM*
CC1(C)O[C@@H]2[C@H](O1)[C@@H](COS(=O)(=O)O)O[C@H]2n1ccc(=O)[nH]c1=O
  -2%	1%	4%
CCOC(=O)CCCc1c[nH]c2ccccc12
  -4%	-2%	-3%
Cc1ccc(NC(=O)c2cnc(SCC(=O)c3ccccc3)n(C)c2=O)cc1
  3%	16µM*	-36%
CCCCOc1ccc(N2C(=O)C(C)CNC2=S)cc1 (centres undefined)
  .	7%	10%
COc1cccc(SCC(=O)N2CCN(c3ccccc3)CC2)c1
  24%	-13%	-15%
CCc1nc2ccccc2n(CCOCCn2c(=O)c(CC)nc3ccccc32)c1=O
  -2%	-12%	0%
Cc1ccc(C)c(N2CCN(C(c3ccccc3)c3nnc(-c4ccccc4)o3)CC2)c1 (centres undefined)
  -2%	23µM*	?
CCCn1cnnc1CNC(=O)[C@H]1O[C@@H](n2ccc(N)nc2=O)[C@H](O)[C@@H]1O
  .	-9%	5%
NCCCC(N)(C(=O)O)C(F)F (centres undefined)
  1%&-19%&1%	-7%&-16%	-6%&1%
COC(=O)c1ccc(N2CCN(c3ccccc3)CC2)c(NC(=O)C2CC2)c1
  -11%	16µM*	21µM*
O=C1NC[C@H](Cc2ccc(O)cc2)N(CCc2cccc(F)c2)C1=O
  .	-17%	-10%
COc1ccc(C(=O)N2CCN(S(=O)(=O)c3ccc(F)cc3)CC2)cc1OC
  -5%	-8%	1%
CN(CC(=O)Nc1ccc(F)cc1)CC(=O)N1CCc2ccccc21
  -10%	?	-9%
CCCn1c2ccccc2c2nnc(SCC(=O)OCC)nc21
  2%	?	-7%
CCn1c(-c2ccccc2)c(C(=O)O)c2ccccc21
  -2%	-21%	-10%
CSc1ccc(-c2nnn(Cc3ccccn3)n2)cc1
  5%	-24%	17%
COc1ccccc1-c1noc(-c2ccc(NCc3ccco3)c([N+](=O)[O-])c2)n1
  -1%	12µM*	12µM*
C=CCn1c(Cc2ccc(OC)cc2)nnc1SCC(=O)c1cccc([N+](=O)[O-])c1
  -2%	?	-23%
CCOc1ccc(CCN2C(=O)C(=O)N([C@@H](Cc3ccc(O)cc3)CN3CCC[C@H]3CN3C(=O)C(=O)NC[C@@H]3Cc3ccc(O)cc3)C[C@@H]2Cc2ccccc2)cc1
  .	?	?
Cc1cccc(-c2nc(CCNC(=O)Cc3ccccc3)cs2)c1
  -9%	21µM*	?
Nn1c(COc2ccccc2)nnc1SCC(=O)O
  -10%	-2%	0%
CCn1ncc(Cl)c1C(=O)Nc1cc(Cl)ccc1Cl
  .	-11%	?
CC(C)(C)c1cc(C(=O)NC2CC2)n(Cc2ccc(F)cc2)n1
  -1%	-11%	-20%
COc1ccc(CCNC(=O)Cn2c(=O)nc(-c3ccccc3F)c3cc(Cl)ccc32)cc1OC
  -1%	-27%	-7%
Cc1nc2ncnn2c(N2CCN(S(=O)(=O)c3ccc(Br)cc3)CC2)c1C
  -3%	4.6µM*	?
CC(C)Cc1nc2oc3c(Cl)ncnc3c2c2c1CCCC2
  -2%	?	?
Cc1ccc2c(c1)cc(CN(Cc1ccc3c(c1)OCO3)C(=O)c1ccccc1)c1nnnn12
  12%	21µM*	?
CC1CCN(S(=O)(=O)c2csc(C(=O)Nc3ccccc3)c2)CC1
  1%	?	-26%
Cn1c(N2CCC(C(N)=O)CC2)nc2c1c(=O)n(Cc1cccc(Br)c1)c(=O)n2C
  -2%	?	?

# Four structures out of the list, ordered by number of heavy atoms, falling:
# Value order – KAT2A inh	TDP1 cell noCPT	DT40 TDP1 CPT
C=CCn1c(Cc2ccc(OC)cc2)nnc1SCC(=O)c1cccc([N+](=O)[O-])c1
  -2%	?	-23%
COC(=O)c1ccc(N2CCN(c3ccccc3)CC2)c(NC(=O)C2CC2)c1
  -11%	16µM*	21µM*
O=C1NC[C@H](Cc2ccc(O)cc2)N(CCc2cccc(F)c2)C1=O
  .	-17%	-10%
CC1(C)O[C@@H]2[C@H](O1)[C@@H](COS(=O)(=O)O)O[C@H]2n1ccc(=O)[nH]c1=O
  -2%	1%	4%

# Four compounds from above, reduced to TDP1 cell noCPT:
SMILES | TDP1 cell noCPT
COc1cccc(SCC(=O)N2CCN(c3ccccc3)CC2)c1 | -13%
CCc1nc2ccccc2n(CCOCCn2c(=O)c(CC)nc3ccccc32)c1=O | -12%
Cc1ccc(C)c(N2CCN(C(c3ccccc3)c3nnc(-c4ccccc4)o3)CC2)c1 (centres undefined) | 23µM*
CCCn1cnnc1CNC(=O)[C@H]1O[C@@H](n2ccc(N)nc2=O)[C@H](O)[C@@H]1O | -9%

# The list goes on.
# Value order – KAT2A inh	TDP1 cell noCPT	DT40 TDP1 CPT
CCCSC1=N/C(=C\c2ccc([N+](=O)[O-])o2)C(=O)S1
  ?	?	21µM*
COC(=O)C(C)N(c1ccc(OC)cc1)S(C)(=O)=O (centres undefined)
  -12%	19%	5%
Cn1ccc2cc(S(=O)(=O)N3CCCC(C(=O)NCc4ccc(F)cc4)C3)ccc21 (centres undefined)
  -8%	?	?
Cc1cc(NC(=O)CSc2nc(-c3ccc(Br)cc3)nc3c2c(=O)n(C)c(=O)n3C)no1
  -12%	0%	-23%
COc1cccc(Nc2ncc3nc(CCc4ccccc4)c(=O)n(C)c3n2)c1
  -9%	9%	-4%
CCc1ccc(NC(=O)Nc2ccccc2OCc2cc(=O)n3ccccc3n2)cc1
  -2%	?	?
CSc1ccc(C(=O)NCC(c2ccco2)N(C)C)cc1[N+](=O)[O-] (centres undefined)
  -18%	-17%	-1%
COc1cc(/C=N/NC(=O)c2cccnc2)ccc1OC(=O)c1cc(OC)c(OC)c(OC)c1
  -1%	?	-19%
COc1ccc(C2N=C(N)Nc3nc4ccccc4n32)cc1 (centres undefined)
  -4%	-11%	-15%
CCOC(=O)c1ccc(NC(=O)NCc2ccncc2)cc1
  -4%	?	1%
O=C(C[C@@H]1C/C=C\C[C@H](NC(=O)OCC2c3ccccc3-c3ccccc32)C(=O)OC[C@@H]2CCCN2C1=O)N[C@H](CO)Cc1ccccc1
  -4%	10µM*	7.3µM*
CC1CC(C)CN(C(=S)Nc2ccc(OC(F)F)cc2)C1 (centres undefined)
  -3%	5%	14%
CC1CN(S(=O)(=O)c2cccc(C(=O)N=c3sccn3C)c2)CC(C)O1 (centres undefined)
  -3%	?	18µM*
C=CCN(Cc1nc(-c2ccccc2)no1)C(=O)c1ccc2c(c1)OCO2
  -5%	-30%	-3%
O=C(c1ccccc1-c1ccccc1)N1CCCC1
  1%	-9%	-4%
Cc1cccc(NC(=O)Cn2cc(C(=O)c3ccco3)c3ccccc32)c1
  -4%&17%	?	18µM*
COc1ccc(OC)c(-c2nn(-c3ccccc3)cc2C(=O)NC2(C)CCS(=O)(=O)C2)c1 (centres undefined)
  .	-19%	5%
O=C1OCC(CO)(CO)N=C1NNc1ccc(Cl)c(Cl)c1
  -1%	-6%	-6%
C/C(=N/NC(=O)c1ccncc1)C1=C(O)CC(C)(C)CC1=O
  -1%	-10%	32%[activator]
COc1cccc(-c2nnc(SCC(=O)N3CCCCC3)o2)c1
  -4%	?	?
CC12CCC(=O)N1C(C(=O)Oc1cccc(F)c1)CS2 (centres undefined)
  .	-2%	-5%
O=C(Nc1cccc([N+](=O)[O-])c1)c1ccc(CSc2ccccc2)cc1
  ?	-29%	-10%
O=C1NC[C@H](Cc2ccccc2)N(CCc2cc(C(F)(F)F)cc(C(F)(F)F)c2)C1=O
  .	?	?
COc1cc(/C=C/C(=O)N2CCCN(C(=O)/C=C/c3cc(OC)c(OC)c(OC)c3)CC2)cc(OC)c1OC
  -8%	?	2%
COc1ccc(N2CCN(c3ncnc4c3nnn4C)CC2)cc1
  4%	?	?
Cc1cc(N2CCN(C)CC2)n2cc(-c3ccc(F)cc3)nc2n1
  0%	?	-7%
O=C(Cc1ccc(F)cc1)Nc1ccc(S(=O)(=O)N2CCCC2)cc1
  -2%	?	-27%
Cc1ccc(OCC(=O)N/N=C\c2ccc(O)cc2)c([N+](=O)[O-])c1
  -13%	-7%	1%
C/C(=N\Nc1ncc(Cl)cc1Cl)c1ccc(C#N)cc1
  -1%	7%	-6%
CC(C)(C)C1CCc2nc(NC(=O)c3ccc([N+](=O)[O-])cc3)sc2C1 (centres undefined)
  -5%	?	?
COc1ccc(Cl)cc1NC(=O)CN(C)C(=O)CN1C(=O)NC(C)(C)C1=O
  -3%	-13%	3%
CCN(CC)S(=O)(=O)c1cc(C(=O)c2nccn2C)ccc1Cl
  -4%	-19%	-4%
Cc1ccc(S(=O)Cc2nc(-c3ccc(C(=O)NCc4cccc(C)c4)cc3)oc2C)cc1 (centres undefined)
  -1%	?	10%
O=C(c1cc2c([nH]c1=O)CCCC2)N1CCc2c([nH]c3ccccc23)C1c1ccccc1F (centres undefined)
  -16%	-8%	?

# High-throughput results as filed in PubChem.
